TRPN1 ag = zebrafish TRPN1 (NompC) channel agonism | HEK293 zebrafish TRPN1-YFP, Fluo-8 calcium fluorescence; 100% = response to 87 µM carbachol | activation, % at 3 µM | 220,000 tested, 0.18% active | AID 1424;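 active means activation above its plate's cutoff, the mean activation of test wells on that plate plus 3 SD, cut at about 19% in these data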;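 further: 0% = DMSO alone and 100% = 87 µM carbachol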
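Assay system: Zebrafish TRPN1-YFP in HEK293 cells | Incubation: Dye loading 1 h at 37 °C, then 30 min room temperature | Measured by: Kinetic Fluo-8 fluorescence, ex 470-495, em 515-575 nm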
Wee1 degr inh = blocks degradation of human Wee1 kinase. HeLa Luc-Wee1K328M stability, luciferase luminescence; 100% = proteasome inhibitor MG132 effect. P30291. 220,000 tested, 1.2% active. reporter increase, % at 5 µM;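 active means activation above the mean of all tested compounds plus 3 SD, set per screening run, cut at about 8.8% in these data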;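 further: cells exposed to compound for 20 h before luminescence read; 0% = DMSO alone and 100% = MG132 at 30 µM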
TNF necrop inh = inhibitors of TNF-alpha induced necroptosis in Jurkat FADD-/- cells; activation (protection from cell death), % at 10 µM; AID 463075; 220,000 tested, 0.068% active; Jurkat FADD-/- TNF necroptosis rescue, ATP luminescence, 24 h; 0 = TNF only, 100 = no-TNF cells;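 active means activation, meaning protection from cell death, of at least 50% relative to plate controls; inactive means activation below 50%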;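 further: necroptosis triggered by 40 ng/mL TNF-alpha added together with compound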
RBBP9 inhibitor = human RBBP9 hydrolase inhibition | O75884 | recombinant RBBP9, FP-Rh probe fluorescence polarization | inhibition, % at 7.94 µM | 220,000 tested, 0.2% active | AID 1515;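 active means inhibition above the campaign mean of all tested compounds plus 3 SD, cut at about 14% in these data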;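 further: plate controls were DMSO wells with RBBP9 for no effect and wells lacking RBBP9 protein for full effect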
Target sequence (O75884 whole entry, looked up): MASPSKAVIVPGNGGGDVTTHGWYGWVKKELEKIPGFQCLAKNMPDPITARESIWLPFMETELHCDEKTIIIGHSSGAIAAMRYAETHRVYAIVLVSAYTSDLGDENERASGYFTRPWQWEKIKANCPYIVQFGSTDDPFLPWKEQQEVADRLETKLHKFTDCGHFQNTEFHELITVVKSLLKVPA
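Material: RBBP9 protein. Amount: RBBP9 at 2.5 µM in dispensed solution, before mixing. Schedule: 30 min then 45 min, 25 °C. Medium: Tris buffer pH 8.0, NaCl, Pluronic. Measured by: fluorescence polarization. Measure: percent inhibition from mP, scaled between DMSO and no-protein wells. Replication: one well per compound.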
PPC-1+TRAIL kill = kills PPC-1 cancer cells in the presence of TRAIL. PPC-1 cells + TRAIL, ATPLite viability luminescence. cell killing (% activity), % at 4 µM. 220,000 tested, 0.41% active;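 active means cell killing above 50% in the first pass at 4 µM, then a duplicate retest at 5 µM averaging 50% or more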;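 further: plate controls were cells with TRAIL plus DMSO for no effect and medium-only wells lacking cells for full effect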
Ba/F3 V617F tox = lowers viability of Ba/F3 cells expressing EpoR and JAK2V617F; ATP luminescence; inhibition, % at 5.6 µM; 220,000 tested, 1.1% active; AID 1446;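 active means inhibition above the campaign mean plus 3 SD over all tested compounds, cut at about 24% in these data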;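 further: cytokine-independent growth of Ba/F3 cells driven by EpoR plus mutant JAK2; 0% = DMSO-treated cells and 100% = JAK inhibitor I control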
CHOP inh = CHOP inhibition in unfolded protein response; CHO-K1 CHOP-promoter luciferase, tunicamycin-induced, 15-18 h; inhibition, % at 10 µM; 220,000 tested, 3.8% active; AID 2732;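 active means compounds that reduced the stress-induced luciferase reporter signal by more than about 70% of percent inhibition, limit read from the data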;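 further: 0% = tunicamycin plus vehicle and 100% = wells without tunicamycin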
BaF3 parental = parental Ba/F3 viability inhibition as JAK2V617F counter-screen; CellTiter-Glo ATP luminescence; inhibition, % at 5.6 µM; 220,000 tested, 1.1% active; AID 1486;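 active means inhibition above a per-campaign cutoff, the mean inhibition of all tested compounds plus 3 SD, cut at about 27% in these data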;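 further: 0% = DMSO wells and 100% = JAK Inhibitor I control wells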
TRPML3 ag = agonists of human TRPML3 channel; HEK293 TRPML3-YFP, Fluo-8 calcium fluorescence; 100% = the carbachol control signal; activation, % at 3 µM; 220,000 tested, 0.29% active;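 active means activation above its plate's cutoff, the mean activation of the plate's test wells plus 3 SD, cut at about 12% in these data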;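 further: 0% = DMSO only wells and 100% = carbachol wells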
Target sequence (Q8TDD5 whole entry, looked up): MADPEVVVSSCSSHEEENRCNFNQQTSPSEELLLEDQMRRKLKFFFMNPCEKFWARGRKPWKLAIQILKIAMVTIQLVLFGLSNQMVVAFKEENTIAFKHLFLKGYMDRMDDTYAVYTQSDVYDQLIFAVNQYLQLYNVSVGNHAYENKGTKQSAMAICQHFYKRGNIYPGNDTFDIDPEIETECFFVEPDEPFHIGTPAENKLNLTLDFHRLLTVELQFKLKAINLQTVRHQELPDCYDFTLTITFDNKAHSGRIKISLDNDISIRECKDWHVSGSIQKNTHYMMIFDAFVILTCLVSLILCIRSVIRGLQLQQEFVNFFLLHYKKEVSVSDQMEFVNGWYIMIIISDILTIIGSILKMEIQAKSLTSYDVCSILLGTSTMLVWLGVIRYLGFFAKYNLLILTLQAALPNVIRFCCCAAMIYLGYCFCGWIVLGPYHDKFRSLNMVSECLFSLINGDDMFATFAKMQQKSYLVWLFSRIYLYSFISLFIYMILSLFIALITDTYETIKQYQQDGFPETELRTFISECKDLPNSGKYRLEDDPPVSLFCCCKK
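Material: TRPML3-YFP stable HEK293 cells | Dosing: One concentration, 3 µM nominal, 0.3% DMSO | Timing: 125 s total fluorescence read per well | Technique: Fluo-8 calcium dye fluorescence, ex 470-495, em 515-575 nm | Measure: Percent activation from peak-to-basal fluorescence ratio, scaled between DMSO and carbachol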
The depositor's hits bear a star; [ ] = dose if it differs, or a comment.

How did CC1CCCC(C)N1S(=O)(=O)c1ccc(S(=O)(=O)NCc2ccccc2)cc1 (stereo not given) do in these assays?
TRPN1 ag: 1.4; Wee1 degr inh: 1; TNF necrop inh: -0.9; RBBP9 inhibitor: 2; PPC-1+TRAIL kill: 4; Ba/F3 V617F tox: -2; CHOP inh: 26; BaF3 parental: 1; TRPML3 ag: 0.5

What do the screens show for `Cc1ccc(-c2csc(-c3ccncc3)n2)cc1`?
TRPN1 ag: -2.4; Wee1 degr inh: 3; TNF necrop inh: -1.3; RBBP9 inhibitor: -9; PPC-1+TRAIL kill: 26; Ba/F3 V617F tox: 0; CHOP inh: 28; BaF3 parental: 4; TRPML3 ag: -0.1

Results for CC1(C)CC(=O)C2=C(C1)OC(N)=C(C#N)C2c1ccccc1[N+](=O)[O-] (stereo not given) ?
TRPN1 ag: 1.9; Wee1 degr inh: 6; TNF necrop inh: -0.2; RBBP9 inhibitor: -13; PPC-1+TRAIL kill: -1; Ba/F3 V617F tox: 1; CHOP inh: -4; BaF3 parental: 2; TRPML3 ag: 0.7

What do the screens show for `[O-]/C(=C(\C(=S)Nc1ccc(SC(F)F)cc1)[n+]1ccccc1)c1ccc(Cl)cc1Cl`?
TRPN1 ag: 1.4; Wee1 degr inh: 0; TNF necrop inh: -0.5; RBBP9 inhibitor: -8; PPC-1+TRAIL kill: 13; Ba/F3 V617F tox: -2; CHOP inh: 25; BaF3 parental: 1; TRPML3 ag: 0.4

What do the screens show for `CCOc1nc(NC(C)C)nc(NC(C)C)n1`?
TRPN1 ag: -0.4; Wee1 degr inh: 1; TNF necrop inh: -1.4; RBBP9 inhibitor: -9; PPC-1+TRAIL kill: 15; Ba/F3 V617F tox: -2; CHOP inh: 2; BaF3 parental: 0; TRPML3 ag: 0.6

What do the screens show for `Cc1ccc(C(=O)Nc2ccc(O)c(C(=O)O)c2)o1`?
TRPN1 ag: -0.8; Wee1 degr inh: -3; TNF necrop inh: -1.8; RBBP9 inhibitor: 3; PPC-1+TRAIL kill: -1[5 µM]; Ba/F3 V617F tox: 2; CHOP inh: 10; BaF3 parental: 1; TRPML3 ag: 1.2

Results for Cc1ccc(C)c(NS(=O)(=O)c2cc(C(=O)N3CCCC3)ccc2Cl)c1 ?
TRPN1 ag: -0.9; Wee1 degr inh: -4; TNF necrop inh: -1.3; RBBP9 inhibitor: 1; PPC-1+TRAIL kill: 3; Ba/F3 V617F tox: 3; CHOP inh: -5; BaF3 parental: 7; TRPML3 ag: 0.1

What do the screens show for `Cc1csc(NC(=O)CSc2nc3[nH]ncc3c(=O)[nH]2)n1`?
TRPN1 ag: 0.3; Wee1 degr inh: 0; TNF necrop inh: 4.0; RBBP9 inhibitor: -8; PPC-1+TRAIL kill: 0; Ba/F3 V617F tox: -2; CHOP inh: -10; BaF3 parental: 3; TRPML3 ag: 0.3

How did COc1cc2c3c(c1OC)C1(C=CC(=O)C=C1)CC3N(C(=O)CCC(=O)O)CC2 (stereo not given) do in these assays?
TRPN1 ag: -0.8; Wee1 degr inh: 0; TNF necrop inh: 1.4; RBBP9 inhibitor: 5; PPC-1+TRAIL kill: -9; Ba/F3 V617F tox: -4; CHOP inh: -15; BaF3 parental: 1; TRPML3 ag: 0.0

Results for O=C(NC1CCCCC1)c1ccc(CNc2c(N3CCOCC3)c(=O)c2=O)cc1 ?
TRPN1 ag: 1.0; Wee1 degr inh: 0; TNF necrop inh: 0.1; RBBP9 inhibitor: -8; PPC-1+TRAIL kill: -20; Ba/F3 V617F tox: 4; CHOP inh: -5; BaF3 parental: 8; TRPML3 ag: 0.1

Results for Cc1cccc(NC(=O)CCCN2C(=S)NC(C)(C)CC2C)c1C (stereo not given) ?
TRPN1 ag: -0.2; Wee1 degr inh: 2; TNF necrop inh: 0.5; RBBP9 inhibitor: -1; PPC-1+TRAIL kill: 5; Ba/F3 V617F tox: -3; CHOP inh: 24; BaF3 parental: 0; TRPML3 ag: 0.7

Results for CC(C)(C)c1ccc(S(=O)(=O)Nc2ccccn2)cc1 ?
TRPN1 ag: -0.2; Wee1 degr inh: 4; TNF necrop inh: -0.3; RBBP9 inhibitor: -10; PPC-1+TRAIL kill: 5; Ba/F3 V617F tox: 2; CHOP inh: 36; BaF3 parental: 6; TRPML3 ag: 1.1

Results for Cc1nn(C)cc1/C=N/O ?
TRPN1 ag: 0.8; Wee1 degr inh: 4; TNF necrop inh: 0.6; RBBP9 inhibitor: 1; PPC-1+TRAIL kill: 29; Ba/F3 V617F tox: -4; CHOP inh: 23; BaF3 parental: 1; TRPML3 ag: 1.7

How did COc1cccc(-n2c(-c3cccc(S(=O)(=O)N(C)C)c3)n[nH]c2=S)c1 do in these assays?
TRPN1 ag: 1.0; Wee1 degr inh: 0; TNF necrop inh: 0.8; RBBP9 inhibitor: 1; PPC-1+TRAIL kill: 18; Ba/F3 V617F tox: 1; CHOP inh: -13; BaF3 parental: 5; TRPML3 ag: 0.1

Results for Cc1ccc(NC(=S)NC2CCN(Cc3ccccc3)CC2)cc1 ?
TRPN1 ag: 3.9; Wee1 degr inh: -2; TNF necrop inh: -3.5; RBBP9 inhibitor: -5; PPC-1+TRAIL kill: 15; Ba/F3 V617F tox: 1; CHOP inh: 18; BaF3 parental: 6; TRPML3 ag: 1.6

Results for COc1cc(C(=O)OCC#N)ccc1OCc1c(C)noc1C ?
TRPN1 ag: 1.4; Wee1 degr inh: -1; TNF necrop inh: -17; RBBP9 inhibitor: 1; PPC-1+TRAIL kill: 16; Ba/F3 V617F tox: -3; CHOP inh: 11; BaF3 parental: 2; TRPML3 ag: 0.2

What do the screens show for `Cc1ccc(C)c(S(=O)(=O)Nc2ccccc2C(=O)Nc2cc(C)on2)c1`?
TRPN1 ag: 4.6; Wee1 degr inh: -1; TNF necrop inh: -1.1; RBBP9 inhibitor: -1; PPC-1+TRAIL kill: -4; Ba/F3 V617F tox: -2; CHOP inh: -4; BaF3 parental: 2; TRPML3 ag: 1.0

How did COc1ccc(C(=O)Nc2cc(C)nc3ccccc23)cc1OC do in these assays?
TRPN1 ag: -0.2; Wee1 degr inh: -1; TNF necrop inh: 0.7; RBBP9 inhibitor: -2; PPC-1+TRAIL kill: 22; Ba/F3 V617F tox: -4; CHOP inh: -14; BaF3 parental: 2; TRPML3 ag: 1.4

Results for CCCCS(=O)(=O)NC1=NCN(C2CCN(Cc3ccccc3)CC2)CN1 ?
TRPN1 ag: 1.1; Wee1 degr inh: -1; TNF necrop inh: -0.7; RBBP9 inhibitor: -7; Ba/F3 V617F tox: -3; BaF3 parental: 3; TRPML3 ag: 1.1

How did N#Cc1sc2nc3c(c(-c4cccnc4)c2c1N)CCC3 do in these assays?
TRPN1 ag: -0.1; Wee1 degr inh: -2; TNF necrop inh: -1.5; RBBP9 inhibitor: -10; PPC-1+TRAIL kill: 8; Ba/F3 V617F tox: -1; CHOP inh: 15; BaF3 parental: 2; TRPML3 ag: -0.3

What do the screens show for `COc1ccc(C(=O)C(c2ccccc2)N2CCOCC2)cc1` (stereo not given)?
TRPN1 ag: 2.0; Wee1 degr inh: 1; TNF necrop inh: -0.3; RBBP9 inhibitor: -3; PPC-1+TRAIL kill: 13; Ba/F3 V617F tox: -3; CHOP inh: 0; BaF3 parental: 1; TRPML3 ag: 0.1

Results for CCc1ccc(S(=O)(=O)NCc2csc(-c3cccnc3)n2)s1 ?
TRPN1 ag: 0.6; Wee1 degr inh: 1; TNF necrop inh: 0.9; RBBP9 inhibitor: -4; PPC-1+TRAIL kill: 16; Ba/F3 V617F tox: -2; CHOP inh: -5; BaF3 parental: -2; TRPML3 ag: 0.1

Results for CCCNC(=O)CS(=O)(=O)Cc1nc(-c2ccccc2C)oc1C ?
TRPN1 ag: -1.0; Wee1 degr inh: 2; TNF necrop inh: -0.1; RBBP9 inhibitor: -3; PPC-1+TRAIL kill: 24; Ba/F3 V617F tox: -2; CHOP inh: 38; BaF3 parental: 3; TRPML3 ag: -0.1

What do the screens show for `O=C1CCC(=O)N1OCCOc1ccccc1`?
TRPN1 ag: -0.5; Wee1 degr inh: -1; TNF necrop inh: 1.3; RBBP9 inhibitor: -6; PPC-1+TRAIL kill: -15; Ba/F3 V617F tox: 0; CHOP inh: 1; BaF3 parental: 8; TRPML3 ag: 0.8

How did CCN(Cc1ccncc1)C(=S)NCc1ccccc1 do in these assays?
TRPN1 ag: -0.7; Wee1 degr inh: 2; TNF necrop inh: -0.6; RBBP9 inhibitor: -4; PPC-1+TRAIL kill: 24; Ba/F3 V617F tox: -5; CHOP inh: 0; BaF3 parental: 2; TRPML3 ag: -0.1

Results for O=C(O)C1CC(=O)N(Cc2ccccc2)C1 (stereo not given) ?
TRPN1 ag: 0.8; Wee1 degr inh: -1; TNF necrop inh: -1.9; RBBP9 inhibitor: -8; PPC-1+TRAIL kill: 7; Ba/F3 V617F tox: 1; CHOP inh: 18; BaF3 parental: 3; TRPML3 ag: 0.2

What do the screens show for `Cc1sc2nc(CN3CCCCC3)nc(Cl)c2c1C`?
TRPN1 ag: 0.1; Wee1 degr inh: 3; TNF necrop inh: -7.5; RBBP9 inhibitor: -6; PPC-1+TRAIL kill: -2; Ba/F3 V617F tox: -2; CHOP inh: 4; BaF3 parental: 5; TRPML3 ag: 0.2

What do the screens show for `CCNc1nc(NCC)nc(OCCOC(C)=O)n1`?
TRPN1 ag: -0.1; Wee1 degr inh: 0; TNF necrop inh: -2.1; RBBP9 inhibitor: -5; PPC-1+TRAIL kill: -4; Ba/F3 V617F tox: -5; CHOP inh: 41; BaF3 parental: 1; TRPML3 ag: 0.1

What do the screens show for `COc1ccc(OC)c(S(=O)(=O)NCCc2cn3ccsc3n2)c1`?
TRPN1 ag: -0.4; Wee1 degr inh: 1; TNF necrop inh: 1.4; RBBP9 inhibitor: -6; PPC-1+TRAIL kill: 13; Ba/F3 V617F tox: -3; CHOP inh: 2; BaF3 parental: 1; TRPML3 ag: -0.1

How did COC(=O)c1ccc(NC(=O)CCn2cccc2)cc1 do in these assays?
TRPN1 ag: 1.2; Wee1 degr inh: 0; TNF necrop inh: 1.6; RBBP9 inhibitor: 1; PPC-1+TRAIL kill: -15; Ba/F3 V617F tox: 4; CHOP inh: 14; BaF3 parental: 3; TRPML3 ag: 0.2

How did COc1cccc(/C=N/NC(=O)c2nc(-c3ccccc3)cc(-c3ccccc3)n2)c1O do in these assays?
TRPN1 ag: 0.4; Wee1 degr inh: 3; TNF necrop inh: -8.4; RBBP9 inhibitor: -5; PPC-1+TRAIL kill: 16; Ba/F3 V617F tox: -3; CHOP inh: 48; BaF3 parental: 3; TRPML3 ag: 0.6

Bioassay records deposited in PubChem BioAssay by several laboratories.
